Screening results (PubChem)
TLR4 MyD88 comp: inhibitors of TLR4-MyD88 association in cells, primary screen, cell-based, HeLa CL3-4, BLA complementation, FRET ratio; Toll-like receptor 4 (Homo sapiens) + Myeloid differentiation primary response protein …; HeLa CL3-4 TLR4/MyD88 BLA complementation; inhibition, % at 8.4 µM; 200,000 compounds, 0.18% hits; in the data active means inhibition above about 25%;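 further: 0% = vehicle and 100% = reference inhibitor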
Diaphorase inh: diaphorase inhibitors and chemical oxidizers, primary screen, counter-screen for diaphorase-coupled primary assays, biochemical, uHTS, resorufin fluorescence; diaphorase resazurin-to-resorufin fluorescence, NADH, 16 min; bacterial (C. kluyveri) enzyme, not human; inhibition, % at 20 µM; 190,000 compounds, 0.69% hits;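 active means primary screen inhibition at 20 µM above a set limit, cut at about 50% in these data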;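 further: plate controls were DMSO with full reaction for no effect and wells lacking NADH for full effect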
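Benchmarks: positive control wells lacking NADH, neutral wells with DMSO only. System: bacterial diaphorase enzyme (C. kluyveri). Input: 0.14 U/mL diaphorase, enzyme working solution. Detection: resorufin fluorescence, excitation 544 nm, emission 590 nm. Times: 16-min room-temperature incubation before reading.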
APP 5'UTR act: activators of APP 5'UTR luciferase reporter, primary screen, SH-SY5Y cells; 190,000 compounds, 1% hits; activation, % at 2 µM; AID 1276, 2008; SH-SY5Y APP 5'UTR luciferase reporter, luminescence; zero percent = DMSO vehicle wells;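 active means activation above a set limit, based on mean plus 3 SD of controls, cut at about 140% in these data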; further: values of inactives mirror those of a sister screen read the other way
APP 5UTR inh: inhibitors of APP translation via 5'UTR reporter, primary screen, APP 5'UTR luciferase, SH-SY5Y cells. SH-SY5Y APP 5'UTR-luciferase reporter, luminescence. inhibition, % at 2 µM. 190,000 compounds, 0.82% hits. AID 1285, 2008;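 active means inhibition above a set limit, derived from the sample mean plus 3 SD, cut at about 45% in these data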; further: values of inactives mirror those of a sister screen read the other way
Diaph act CS: compounds boosting diaphorase resazurin reduction – biochemical, uHTS, resorufin fluorescence, counter-screen for diaphorase-coupled primary assays, primary screen; Diaphorase/resazurin coupled assay, 16 min; active compounds read high; 1 = vehicle wells, 0 = NADH-free wells; activation factor at 20 µM; 190,000 compounds, 0.005% hits;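 active means diaphorase activity raised at least twofold by the compound at 20 µM; inactive means activation factor below 2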
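test system = bacterial diaphorase enzyme (C. kluyveri) | quantity = enzyme 0.07 U/mL final | reagent = NADH substrate 0.114 mM plus resazurin dye 0.1 mM, final | incubation = 16 min enzyme reaction, ambient temperature | buffer or medium = HEPES pH 7.4 buffer with MgCl2 and Tween 20 | signal = fluorescence of resorufin, 544 nm excitation, 590 nm emission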
FLuc stim CS: FLuc activators, initial screening, artefact control for FLuc-dependent activation tests, biochemical, ATPlite luminescence; Luciferin 4-monooxygenase (Photinus pyralis), P08659; ATPlite luciferase biochemical, 10 min; 0 = ATP-free wells, 1 = DMSO control; activation factor at 10 µM; 200,000 tested, under 10 active;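 active means luciferase activation factor, scaled between plate controls, of at least 2 with compound at 10 µM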
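Material: Luciferase/luciferin reagent mix | Doses: Test compounds dosed from 2 mM stocks in 100% DMSO | Timing: 10 min incubation after luciferase reagent addition, room temperature | Measured by: Luminescence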
STAT1 act: STAT1 signaling activators, primary screen, cell-based, HTS, luciferase reporter. activation (% of control), % at 5.5 µM. 200,000 compounds, 2.6% hits. NIH 3T3 STAT1-luciferase reporter, IFN-gamma, luminescence; 100% = IFN-gamma alone, no compound;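 active means activation above the screen-wide mean activation plus 3 SD, cut at about 130% in these data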;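 further: raw ratio to IFN-gamma control signal so 100% means no change and 0% no light; values of inactives mirror those of a sister screen read the other way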
G6PDH counter: L. mesenteroides G6PDH inhibitors, counter-screen for G6PDH-coupled screening assays, biochemical, Leuconostoc mesenteroides enzyme | glucose-6-phosphate dehydrogenase [Leuconostoc mesenteroides] | Purified L. mesenteroides G6PDH, diaphorase/resazurin coupled fluorescence, 45 min | inhibition, % at 5 µM | 200,000 compounds, 0.12% hits; in the data active means inhibition above about 50%
FLuc inhib CS: firefly luciferase enzyme inhibitors, primary screen, artefact control for luciferase-based inhibitor screens, biochemical, luminescence, ATPLite. 10 min. inhibition, % at 10 µM. 200,000 compounds, 1.5% hits;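 active means inhibition above about 50% when tested at 10 µM, limit read from the data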
NF-kB expr up: activators of NF-kB expression in neurons, primary screen, cell-based, HTS; fold change at 12.5 µM; 190,000 compounds, 1.6% hits; human neuronal cells, NF-kB reporter expression; active compounds read high; in the data active means fold change above about 3.3
Active calls of the source: *; x = no result given.

Preview (9 entries):
smiles	TLR4 MyD88 comp	Diaphorase inh	APP 5'UTR act	APP 5UTR inh	Diaph act CS	FLuc stim CS	STAT1 act	G6PDH counter	FLuc inhib CS	NF-kB expr up
CCOc1cc(NC(=S)NCc2ccco2)c(OCC)cc1NC(C)=O	5	13	-5	5	0.9	1.1	100	0	-9	1
O=C(N/N=C/c1cccs1)C1COc2ccccc2O1 (stereo not drawn)	-14	-5	-2	2	1.1	1	106	0	-2	1.7
O=C(Oc1ccc2ccc(=O)oc2c1)c1cccs1	-10	2	-9	9	1	0.9	98	11	10	1.2
O=C(OCC(=O)N1CCCC1)c1ccc(NS(=O)(=O)c2cccs2)cc1O	-6	-4	-10	10	1	1	98	6	-4	0.93
CN(C)/C=C(\C#N)C(=O)c1cccnc1Oc1ccc(F)cc1F	-10	9	0	0	0.9	1.1	104	6	-7	1.2
O=C(O)/C=C\c1ccccc1Oc1cccc(Cl)c1	8	-2	-9	9	1	0.9	102	5	6	0.93
CCOC(=O)C1=C(c2ccccc2)N2CCS(=O)(=O)N=C2S1	-2	15	26	-26	0.9	1	105	-10	-3	1.1
CC(C)COc1ccc2[nH]c3c(c2c1)CCCC3=O	2	7	5	-5	0.9	1.1	112	2	-9	1.1
COP(=O)(OC)C(Nc1ccc(C)cc1)c1ccc([N+](=O)[O-])cc1 (stereo not drawn)	-3	18	20	-20	0.8	1.1	104	5	-7	1.4

All compounds of this part, repeating the preview:
smiles	TLR4 MyD88 comp	Diaphorase inh	APP 5'UTR act	APP 5UTR inh	Diaph act CS	FLuc stim CS	STAT1 act	G6PDH counter	FLuc inhib CS	NF-kB expr up
CCOc1cc(NC(=S)NCc2ccco2)c(OCC)cc1NC(C)=O	5	13	-5	5	0.9	1.1	100	0	-9	1
O=C(N/N=C/c1cccs1)C1COc2ccccc2O1 (stereo not drawn)	-14	-5	-2	2	1.1	1	106	0	-2	1.7
O=C(Oc1ccc2ccc(=O)oc2c1)c1cccs1	-10	2	-9	9	1	0.9	98	11	10	1.2
O=C(OCC(=O)N1CCCC1)c1ccc(NS(=O)(=O)c2cccs2)cc1O	-6	-4	-10	10	1	1	98	6	-4	0.93
CN(C)/C=C(\C#N)C(=O)c1cccnc1Oc1ccc(F)cc1F	-10	9	0	0	0.9	1.1	104	6	-7	1.2
O=C(O)/C=C\c1ccccc1Oc1cccc(Cl)c1	8	-2	-9	9	1	0.9	102	5	6	0.93
CCOC(=O)C1=C(c2ccccc2)N2CCS(=O)(=O)N=C2S1	-2	15	26	-26	0.9	1	105	-10	-3	1.1
CC(C)COc1ccc2[nH]c3c(c2c1)CCCC3=O	2	7	5	-5	0.9	1.1	112	2	-9	1.1
COP(=O)(OC)C(Nc1ccc(C)cc1)c1ccc([N+](=O)[O-])cc1 (stereo not drawn)	-3	18	20	-20	0.8	1.1	104	5	-7	1.4
O=[N+]([O-])/C(=C\Nc1ccccc1Cl)S(=O)(=O)c1ccccc1	-5	7	-3	3	0.9	1	99	16	1	1.3
COc1ccc(/C=N/n2cnn(Cc3ccccc3Cl)c2=S)cc1	-1	21	-80	80*	0.8	1	106	3	0	1.3
CCNC(=O)CC1C(=O)N(c2ccc(F)cc2)C(=O)N1Cc1ccccn1 (stereo not drawn)	2	8	-25	25	0.9	1.1	99	9	-5	1.4
O=S1(=O)N=C(N(CCO)/N=C/c2ccncc2)c2ccccc21	2	0	0	0	1	1	103	16	-1	0.86
O=C(O)/C=C/C(=O)Nc1cccc(C(F)(F)F)c1	-10	16	-1	1	0.8	1	98	-5	0	1.1
CCOc1ccc(N2C(=O)CC(SCc3nc4ccccc4[nH]3)C2=O)cc1 (stereo not drawn)	-10	11	18	-18	0.9	1	91	9	-1	1.2
O=C1/C(=C\c2ccsc2)NC(=S)N1c1ccccc1	-1	23	21	-21	0.8	1	84	-3	-2	1.5
O=C(CN1CCc2ccccc2C1)Nc1cccc(S(=O)(=O)N2CCCC2)c1	-4	27	-1	1	0.7	1.1	98	6	-6	1
COc1cc(C(=S)N2CCCC2)cc(Cl)c1O	-5	13	-11	11	0.9	1.1	96	21	-6	0.91
O=C(Nc1nc(-c2ccc(F)cc2)cs1)c1ccc(N2C(=O)CCC2=O)cc1	-3	7	21	-21	0.9	1	92	14	-2	0.88
CCOC(=O)C(NCc1ccccn1)(NC(=O)c1cccnc1)C(F)(F)F (stereo not drawn)	2	3	-4	4	1	1	84	5	-1	1.1
COc1ccc(N/C=C(\C(C)=O)c2ccc(OC)c(OC)c2)cc1OC	10	14	-15	15	0.9	1.1	91	5	-8	1
O=C(Nc1ccc(C(=O)N2CCOCC2)cc1)Nc1cccc2ccccc12	-7	10	-3	3	0.9	0.7	105	5	29	1.7
CCN(CC(=O)N1CCCCCC1)S(=O)(=O)c1ccc(Cl)cc1	-2	11	4	-4	0.9	1	97	6	-2	0.98
CCC(C)Sc1cc(C)c(C#N)c2nc3ccccc3n12 (stereo not drawn)	-2	52*	-4	4	0.5	1	90	15	-2	1.2
O=C(/C=C/c1ccco1)NC(=S)Nc1ccccc1O	1	16	46	-46	0.8	0.9	99	0	8	1.9
c1ccc2c(c1)[nH]c1c(NCC3CCCO3)ncnc12 (stereo not drawn)	-4	16	3	-3	0.8	1	75	6	-2	0.63
O=S(=O)(NCc1ccccc1F)NCc1ccccc1F	-11	4	3	-3	1	1	103	-6	-4	0.97
CC(C)(C)c1nc2ccccc2c(=O)n1N1C(=O)c2ccccc2C1=O	-20	21	18	-18	0.8	1	85	4	-1	0.75
O=C(N/N=C/c1ccc2c(c1)OCO2)c1ccc2c(c1)OCCO2	9	10	70	-70	0.9	0.2	116	-7	80*	2.9
CCN(CC)S(=O)(=O)c1ccc(C)c(NC(=O)CSc2ncc(C(F)(F)F)cc2Cl)c1	-6	4	-7	7	1	1.1	100	15	-8	0.94
c1ccc(Cn2nnnc2C(c2ccccn2)N2CCN(c3ccccc3)CC2)cc1 (stereo not drawn)	1	5	0	0	0.9	1.1	98	4	-8	1.1
Cc1ccc2occ(C(=O)c3ccco3)c(=O)c2c1	5	10	17	-17	0.9	1	112	-15	4	1.1
COc1ccc2c(CC(=O)Nc3ccc(N4CCOCC4)cc3)coc2c1	0	2	-1	1	1	0.9	98	0	8	1.3
COC(=O)c1ccccc1NC(=O)CN1CCC(NC(=O)c2ccccc2C)CC1	-6	24	7	-7	0.8	1	101	8	-1	1.2
CCCCNC(=O)c1cc2nc3c(c(C(F)(F)F)n2n1)CCc1ccccc1-3	-8	2	-7	7	1	1.1	98	5	-9	1.3
CN(CC(=O)Nc1cccc2c1CCCC2)S(=O)(=O)c1ccccc1	7	7	9	-9	0.9	1	81	11	-5	0.97
S=C(NNc1nc(Nc2ccccc2)nc(N2CCCCC2)n1)NC1CCCCC1	4	12	12	-12	0.9	1.1	112	-3	-8	1.1
Cc1ccc(Cl)cc1NC(=S)N(CCCN1CCN(C)CC1)Cc1cccs1	-2	8	0	0	0.9	1.1	94	0	-14	1
CN1CCN(C(=O)C2=C[C@H](c3csc4ccccc34)C[C@H](OCc3ccc(CO)cc3)O2)CC1	-9	10	-1	1	0.9	1	100	0	-3	0.63
CCC(CC)c1nnc(NC(=O)Cc2cccs2)s1	12	20	-11	11	0.8	1.1	93	16	-7	1.5
Cn1cccc1Cc1nnc(SCC(=O)NC2CCCC2)n1CCc1ccccc1	-5	11	10	-10	0.9	1.1	98	1	-10	1.3
CC(C)NC(=O)CSc1nc2ccccc2n1CC(=O)N1CCc2ccccc21	-3	10	-1	1	0.9	1.1	98	8	-8	1.2
COc1ccc(N2CC(C)Cn3c2nc2c3c(=O)n(CCc3ccccc3)c(=O)n2C)cc1 (stereo not drawn)	x	26	x	x	0.7	1.1	x	5	-9	x
CCOC(=O)c1c(NC(=O)CSc2nnc(-c3ccncc3)n2Cc2ccco2)sc(C)c1C	-6	32	x	x	0.7	1.1	86	6	-5	0.56
Cc1ccsc1/C=C(/C#N)C(=O)NCc1ccccc1	-4	4	2	-2	1	1	101	-8	-2	1.1
